Screening results: PubChem BioAssay, several laboratories
dFosB act: enhances mouse delta FosB homodimer DNA binding. activation, % at 25 µM. 340,000 compounds, 0.99% hits. purified delta FosB, TAMRA-CDK5 oligo fluorescence polarization; percent of positive-control signal above neutral wells;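 active means mean activation above about 17%, with every replicate also reaching it, limit read from the data, passing the limit was not always enough; inconclusive means only one of the two conditions met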;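 further: fluorescence polarization rise as delta FosB binds a TAMRA Cdk5 AP-1 oligo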
Keap1 Nrf2 FP: Keap1-Nrf2 (human) interaction inhibition; Q14145; Keap1 Kelch-Nrf2 peptide fluorescence polarization, 1536-well; inhibition, % at 9.4 µM; 340,000 compounds, 0.15% hits; in the data active means inhibition above about 12%; inconclusive means no clear call, values can overlap the other calls; inactive means below about 7.3%;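 further: human Keap1 Kelch domain with fluorescein labeled Nrf2 9mer peptide probe; 0% = neutral control wells and 100% = peptide positive control; higher means more block of Keap1 binding to Nrf2 peptide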
SUMO Mot1 rescue: blocks SUMOylation pathway, rescuing yeast Mot1-301 growth; AID 2716; 320,000 compounds, 1% hits; growth rescue, % at 18.8 µM; S. cerevisiae Mot1-301 growth rescue, ATP luminescence, 38.5C; percent above DMSO median, 100 means doubled;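 active means every valid replicate shows activation above 250% relative to neutral control wells; inactive means the rest, any valid replicate at or below 250%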;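 further: OY570 slx delta 5 strain wells were the positive control but not used for scaling; some compounds called inactive have numbers as strong as hits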
Cardiac RTF inh: cardiac RTF calcium desensitization; P19429+P45379; IANBD-labeled cardiac RTF, Ca2+ fluorescence; inhibition, % at 7.15 µM; 340,000 compounds, 0.12% hits;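 active means inhibition above the mean inhibition of all tested compounds plus 3 SD, cut at about 17% in these data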;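 further: assay run at fixed EC70 calcium of 1.6 mM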
PvdQ acylase: blocks Pseudomonas aeruginosa PvdQ acylase activity; purified PvdQ acylase, fluorescence plate reader; inhibition, % at 10 µM; 340,000 compounds, 0.063% hits; in the data active means inhibition above about 30%, passing the limit was not always enough; inconclusive means no clear call, values can overlap the other calls;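 further: 0% = vehicle neutral wells and 100% = reference inhibitor wells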
RTF Ca sens act: increases calcium sensitivity of human cardiac regulated thin filaments. P19429+P45379. IANBD-labeled TnC RTF fluorescence at EC20 calcium; 0% EC20 calcium, 100% full calcium. activation, % at 7.2 µM. 340,000 compounds, 0.24% hits. AID 493008;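 active means activation above the mean over all tested compounds plus 3 SD, cut at about 30% in these data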;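 further: rise in fluorescence read as greater calcium sensitivity of cardiac thin filaments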
NSD2 inh: inhibitors of human histone methyltransferase NSD2; O96028; NSD2 peptide methylation, AlphaScreen, 120 min; inhibition, % at 12.5 µM; 310,000 compounds, 0.54% hits; in the data active means inhibition above about 50%
CDK5 p35 inh: CDK5/p35 (human) kinase inhibition; inhibition, % at 10 µM; Q00535+Q15078; 330,000 compounds, 0.01% hits; Recombinant CDK5/p35, ADP-Glo luminescence, 60 min;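 active means highest replicate inhibition of at least 50% and at least 75% of replicates reaching 50%; inconclusive means only one of the two criteria met; inactive means both criteria failed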;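 further: plate controls were DMSO neutral control for no effect and GW8510 at 10 µM for full effect; many of its hits are not listed in these tables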
Target sequence (Q00535 whole entry, looked up): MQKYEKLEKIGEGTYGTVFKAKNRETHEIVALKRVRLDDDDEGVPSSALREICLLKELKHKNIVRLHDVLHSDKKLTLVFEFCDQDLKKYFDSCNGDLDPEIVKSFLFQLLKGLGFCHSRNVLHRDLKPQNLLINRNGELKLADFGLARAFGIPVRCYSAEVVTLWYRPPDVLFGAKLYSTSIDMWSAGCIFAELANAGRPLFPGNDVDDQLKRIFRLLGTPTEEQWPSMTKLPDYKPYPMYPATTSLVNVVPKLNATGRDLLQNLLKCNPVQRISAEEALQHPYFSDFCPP
Target sequence (Q15078 whole entry, looked up): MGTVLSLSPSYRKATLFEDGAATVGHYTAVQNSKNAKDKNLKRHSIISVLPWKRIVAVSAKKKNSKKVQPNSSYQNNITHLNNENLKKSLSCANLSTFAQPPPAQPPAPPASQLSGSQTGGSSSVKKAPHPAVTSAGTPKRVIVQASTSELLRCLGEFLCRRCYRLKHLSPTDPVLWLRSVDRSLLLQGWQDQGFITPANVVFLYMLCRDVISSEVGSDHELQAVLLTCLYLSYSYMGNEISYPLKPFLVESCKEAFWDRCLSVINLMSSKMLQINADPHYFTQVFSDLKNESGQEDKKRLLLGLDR
PfHsp90 yeast 2: reduces growth (ATP signal) of yeast expressing P. falciparum Hsp90; S. cerevisiae expressing PfHsp90, BacTiter-Glo ATP, 48 h; yeast lacking PDR1 and PDR3 efflux regulators; inhibition, % at 9.4 µM; 310,000 compounds, 0.32% hits;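 active means every replicate shows inhibition above about 80%, whatever the replicate mean, limit read from the data; inconclusive means mean inhibition reaches the set limit but some replicate falls short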;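 further: 0% = DMSO neutral controls and 100% = 20 µM radicicol positive controls; yeast relying on Plasmodium falciparum Hsp90 in place of its own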
Rtt109 HAT inh: inhibitors of Candida albicans Rtt109/Vps75 histone acetyltransferase. inhibition, % at 34.9 µM. AID 540336. Q5AAJ8. 330,000 compounds, 0.16% hits. purified Rtt109/Vps75, ThioGlo CoA-SH fluorescence, 4 h;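 active means inhibition of at least 50% in every replicate; inconclusive means best replicate reaches 50% inhibition but some replicates fall short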
Target sequence (Q5AAJ8 whole entry, looked up): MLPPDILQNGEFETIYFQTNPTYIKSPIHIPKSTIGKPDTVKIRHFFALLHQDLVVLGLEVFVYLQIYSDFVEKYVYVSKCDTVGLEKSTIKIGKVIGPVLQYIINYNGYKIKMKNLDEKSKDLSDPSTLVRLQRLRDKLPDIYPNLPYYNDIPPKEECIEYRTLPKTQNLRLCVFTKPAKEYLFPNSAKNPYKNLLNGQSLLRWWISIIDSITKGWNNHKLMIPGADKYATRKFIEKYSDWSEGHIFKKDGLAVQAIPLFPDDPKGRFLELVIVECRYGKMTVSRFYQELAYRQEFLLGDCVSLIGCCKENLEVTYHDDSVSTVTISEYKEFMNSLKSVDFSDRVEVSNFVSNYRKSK
LANA DNA inh: KSHV C-LANA DNA binding inhibition; MBP-C-LANA/FAM-LBS DNA binding, fluorescence polarization; inhibition, % at 9 µM; 340,000 compounds, 0.078% hits;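 active means highest replicate inhibition at or above 60% at 9 µM, even if other replicates fall short; inactive means all replicates below 60% inhibition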;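 further: 0% = neutral control wells and 100% = 4 µM acridine orange control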
An asterisk follows results filed as active; ? = inconclusive; . = not tested or not shown.

SMILES	dFosB act	Keap1 Nrf2 FP	SUMO Mot1 rescue	Cardiac RTF inh	PvdQ acylase	RTF Ca sens act	NSD2 inh	CDK5 p35 inh	PfHsp90 yeast 2	Rtt109 HAT inh	LANA DNA inh
COc1ccccc1C(=O)NCCC(=O)NCc1ccncc1	-1	1	0	-4	-15	3	9	-1.8	-19	-3	-1.3
CCOC(=O)COc1c(Br)cc(C2NC(=O)NC(C)=C2C(C)=O)cc1OC (configuration not stated)	-2	-1	.	-11	5	2	-1	0.3	34	-4	-0.8
O=C(C[C@@H]1C/C=C\CCC(=O)OC[C@@H]2CCCN2C1=O)N[C@@H](CO)Cc1ccccc1	-2	1	2	0	4	-3	.	1.3	6	15	-1.2
Cc1cccc(OCC(=O)N(C)CCc2ccccn2)c1	6	1	-17	-2	-2	-3	0	0.1	.	2	1.1
CC(C)OC(=O)C(C(=O)C(F)(F)F)c1cc(NS(=O)(=O)c2ccc3ccccc3c2)c2ccccc2c1O (configuration not stated)	-18	?	-5	-3	17	-2	.	-0.5	3	18	0.7
COC(=O)c1nnn(-c2nonc2N)c1CSc1nc2ccccc2o1	-6	-6	-5	-14	-7	14	0	-15	-28	1	-0.8
CCN(C(=O)COC(=O)/C(C#N)=C/c1ccc(OC)cc1)C1CCS(=O)(=O)C1 (configuration not stated)	3	2	-8	6	0	3	3	-1.8	10	0	-2.9
Cc1ccc(CC2C(=O)N(c3ccc(F)cc3)C(=O)C2C)cc1 (configuration not stated)	2	1	65	-8	2	2	1	-1.0	-3	5	2.0
O=C1C=C(c2cccc(CO)c2)C[C@@H](c2ccc(Cl)cc2)C1	2	-6	68	4	-8	3	.	-1.7	.	5	2.0
CCOc1ccc(CNC(=O)c2ccccc2NC(=O)C2=CSCCO2)cc1	7	-6	-10	3	-13	-4	-4	0.3	-27	-1	0.0
O=C(C1CCN(c2nnc(N3CCCC3=O)s2)CC1)N1CCN(c2cccc(C(F)(F)F)c2)CC1	-2	-3	74	3	3	-6	-5	.	0	14	1.2
N#C/C(=C\c1cccn1-c1ccccc1)C(=O)NC1CCCCC1	-4	1	62	-4	10	-4	10	-1.4	12	-7	-3.8

Sorted by SMILES length (ascending): some entries from above
SMILES	dFosB act	Keap1 Nrf2 FP	SUMO Mot1 rescue	Cardiac RTF inh	PvdQ acylase	RTF Ca sens act	NSD2 inh	CDK5 p35 inh	PfHsp90 yeast 2	Rtt109 HAT inh	LANA DNA inh
Cc1cccc(OCC(=O)N(C)CCc2ccccn2)c1	6	1	-17	-2	-2	-3	0	0.1	.	2	1.1
COc1ccccc1C(=O)NCCC(=O)NCc1ccncc1	-1	1	0	-4	-15	3	9	-1.8	-19	-3	-1.3
N#C/C(=C\c1cccn1-c1ccccc1)C(=O)NC1CCCCC1	-4	1	62	-4	10	-4	10	-1.4	12	-7	-3.8
Cc1ccc(CC2C(=O)N(c3ccc(F)cc3)C(=O)C2C)cc1 (configuration not stated)	2	1	65	-8	2	2	1	-1.0	-3	5	2.0
CCOc1ccc(CNC(=O)c2ccccc2NC(=O)C2=CSCCO2)cc1	7	-6	-10	3	-13	-4	-4	0.3	-27	-1	0.0
O=C1C=C(c2cccc(CO)c2)C[C@@H](c2ccc(Cl)cc2)C1	2	-6	68	4	-8	3	.	-1.7	.	5	2.0
CCOC(=O)COc1c(Br)cc(C2NC(=O)NC(C)=C2C(C)=O)cc1OC (configuration not stated)	-2	-1	.	-11	5	2	-1	0.3	34	-4	-0.8
CCN(C(=O)COC(=O)/C(C#N)=C/c1ccc(OC)cc1)C1CCS(=O)(=O)C1 (configuration not stated)	3	2	-8	6	0	3	3	-1.8	10	0	-2.9
O=C(C1CCN(c2nnc(N3CCCC3=O)s2)CC1)N1CCN(c2cccc(C(F)(F)F)c2)CC1	-2	-3	74	3	3	-6	-5	.	0	14	1.2
O=C(C[C@@H]1C/C=C\CCC(=O)OC[C@@H]2CCCN2C1=O)N[C@@H](CO)Cc1ccccc1	-2	1	2	0	4	-3	.	1.3	6	15	-1.2
CC(C)OC(=O)C(C(=O)C(F)(F)F)c1cc(NS(=O)(=O)c2ccc3ccccc3c2)c2ccccc2c1O (configuration not stated)	-18	?	-5	-3	17	-2	.	-0.5	3	18	0.7

Next entries follow.
SMILES	dFosB act	Keap1 Nrf2 FP	SUMO Mot1 rescue	Cardiac RTF inh	PvdQ acylase	RTF Ca sens act	NSD2 inh	CDK5 p35 inh	PfHsp90 yeast 2	Rtt109 HAT inh	LANA DNA inh
O=C(c1noc2c1CCCC2)N1CCc2c([nH]c3ccccc23)C1c1ccccn1 (configuration not stated)	-6	-2	8	5	3	2	7	-0.7	-7	.	0.3
Cc1cnc(C(=O)OC(C)C(=O)Nc2ccc3c(c2)OCCO3)cn1 (configuration not stated)	0	1	29	-4	1	-4	-4	0.0	-9	0	-0.2
CCN(CC)C1CCN(C(=O)c2cc(COc3ccccc3SC)on2)C1 (configuration not stated)	0	1	1	0	-4	-3	18	0.7	-6	2	1.3
COc1ccc(/C=C(/C#N)C(=O)NC2CCCCC2)cc1Br	-19	-1	1	-5	-11	8	1	0.7	.	-12	1.2
CN(C)C(=O)CSc1cnc2ccccc2n1	-1	-4	-4	-12	-17	2	-2	-9.8	7	-2	-1.7
O=C(O)c1ccccc1C(=O)NCCCCCCNC(=O)c1ccccc1C(=O)O	5	-1	3	0	5	3	-1	3.0	6	11	1.5
CCN(C(=O)c1ccc(C)c(Br)c1)c1ccccc1	-4	-4	-17	-13	-11	-3	-4	0.0	-11	.	0.3
CC1CCN(C(=O)Cn2c(=O)oc3ccccc32)CC1	6	-3	2	5	-18	2	12	1.2	4	10	-0.6
O=C1c2ccccc2NC2(CCCCC2)N1N=C1CCCCC1	2	1	13	-3	-8	-2	-2	-1.6	11	-6	0.8
Cc1ccc(C(NC(=O)N2CCCC2)C(Cl)(Cl)Cl)cc1F (configuration not stated)	-3	-4	197	-10	-7	-2	0	-0.2	4	2	-0.2
CCNC(=O)CSc1nc2cc([N+](=O)[O-])ccc2n1-c1cccc(C(F)(F)F)c1	-10	-8	-20	0	-10	-4	0	1.5	0	-1	0.8
Cc1ccc(-c2ccc(CCC(=O)O)n2Cc2ccco2)cc1	-7	2	1	-10	6	-2	9	-0.2	4	9	3.9
Cc1ccc(C(=O)CCC2CCCCC2=O)cc1 (configuration not stated)	-4	-1	-23	-8	-5	1	-2	-1.8	.	5	-0.3
COc1ccc(OC)c(NC(=O)c2cc3oc4ccccc4c3cc2O)c1	-6	-3	-11	-5	-14	1	0	0.5	-6	-11	-0.6
Cc1c(NC(=O)CN2CCCC(C)C2)ccc2nsnc12 (configuration not stated)	-2	6	-27	-1	-5	0	18	0.2	-7	-2	-0.2
COc1ccc(NC(=O)CN2C(=O)S/C(=C/c3cccn3-c3ccc(C(=O)O)cc3)C2=O)cc1	-7	-1	0	3	-6	-9	39	-1.3	.	-2	7.6
CC(C)C(c1nnnn1C1CCCCC1)N1CCN(C(=O)c2ccco2)CC1 (configuration not stated)	-4	1	89	8	-10	-8	0	0.8	9	-6	4.4
COc1ccc(-c2nc(N)n(S(=O)(=O)c3ccc(C)cc3)n2)cc1	-6	-7	-5	-18	-8	6	-3	1.6	8	3	-0.8
COc1ccc(O)c(/C=N/N2CCCCC2)c1	6	3	-2	-2	-7	-3	-6	0.1	-6	-1	0.8
O=C1CN(C(=O)CSc2ccccn2)c2ccccc2N1	-2	3	2	-5	-18	8	-1	-1.3	-5	8	-0.4
O=C(NCC1CC1)C1(C(F)(F)F)CC(CCc2ccccc2)CCCO1 (configuration not stated)	-2	1	11	3	1	-5	.	-0.6	-17	-1	-1.8
O=C(Nc1ccccc1)c1cc2ccccc2[nH]1	0	-4	28	4	11	-4	-2	0.2	6	.	-1.7
COCCn1nnnc1CN(CCc1ccccc1)Cc1cc2cc(OC)ccc2[nH]c1=O	-5	2	-1	-7	-1	3	1	-0.5	.	-9	0.3
Cc1ccc(NC(=S)NNC(=O)c2cccc([N+](=O)[O-])c2)cc1Cl	-1	-2	230	5	-3	6	6	1.7	-33	1	-0.5
CC(C)C(=O)NCCc1nc(-c2ccccc2Cl)no1	-6	-1	-13	-13	-10	1	.	0.5	-1	-6	-0.7
O=C(COc1ccc([N+](=O)[O-])cc1)NNC(=O)Nc1ccccc1F	11	2	82	2	-4	-5	-1	0.0	-12	2	-1.3
COc1ccc(CCC(=O)Nc2ccc(Br)cn2)cc1	-4	0	15	-5	-12	7	0	-2.3	19	-8	-0.2
Cc1ccc(-n2c(N)c(C(=O)N3CCN(C)CC3)sc2=S)cc1	-8	-5	-10	0	-6	-3	6	2.9	-34	12	0.7
Nc1nc(SCc2ccc(Br)cc2)[nH]c(=O)c1-c1ccccc1	3	-3	-17	-1	11	-1	-1	2.4	8	-2	-0.2
Cc1ccccc1Nc1nc(N)nc(COC(=O)c2ccc([N+](=O)[O-])o2)n1	-3	-5	-12	-14	-15	-2	48	-0.6	9	-8	0.1
COc1ccc(N2CCN(C(=O)COC(=O)c3ccc(-n4nc(C)cc4C)cc3)CC2)cc1	-6	-11	-3	4	7	1	2	0.5	-5	9	-0.2
Cc1cc(=O)[nH]c(N/N=C/c2ccc(C)o2)n1	0	-1	4	-26	-8	-6	-13	-3.3	-9	3	-1.3
Cc1nn(Cc2ccc(F)cc2)c(C)c1NC(=O)c1noc2c1CCc1ccccc1-2	-2	-8	-2	-9	-9	-1	.	-0.3	-2	-21	-0.6
CCc1ccc(Nc2nnc(SCC(=O)NCCN3C(=O)CSC3=O)s2)cc1	5	-5	27	-4	-8	-1	3	0.5	3	-6	-2.5
CCOc1ccc(N=c2oc3cc(O)ccc3cc2C(=O)NCC2CCCO2)cc1 (configuration not stated)	-12	4	357*	-3	-7	0	-4	-0.4	.	-38	0.1
COc1ccc(N2CCN(CCNC(=O)c3nnc(Cc4c(F)cccc4Cl)o3)CC2)cc1	5	2	15	0	-6	-2	0	-2.8	.	3	1.0
N#C/C(C(=O)N1CCCCC1)=C1/N=C(NC(=O)c2ccc(F)cc2)c2ccccc21	-14	-2	0	-2	-13	4	-2	1.2	-15	0	1.1
Cc1ccccc1-n1ncc2c1CC(C)(C)CC2NC(=O)CSc1ccncc1 (configuration not stated)	-3	-3	-1	-6	-4	-2	0	-0.8	-7	-4	-0.6
NC(=S)Nc1cccc2cnccc12	2	-5	-1	2	-19	8	-1	-1.4	-20	2	2.5
CN1C2C(Br)CCCCN2c2ccc(F)cc2S1(=O)=O (configuration not stated)	-2	-3	-10	-4	-1	3	4	-0.6	7	1	0.3
O=C(NNS(=O)(=O)c1ccccc1)Nc1ccc(F)cc1	2	-5	217	4	-18	2	-1	-7.2	0	-3	-0.2
